SUMO1-SIM PPI: SUMO1-SIM interaction modulation | actives 0.33% (n = 360,000) | SUMO1 binding to a labelled peptide, TR-FRET, 1 h | P63165 | inhibition, % at 20 µM; in the data active = inhibition above about 37%
Target sequence (P63165 whole entry, looked up): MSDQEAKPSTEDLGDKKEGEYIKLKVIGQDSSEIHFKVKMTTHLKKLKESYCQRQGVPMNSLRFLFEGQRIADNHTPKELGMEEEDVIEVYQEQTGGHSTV
CSN deneddyl inh: CSN deneddylation inhibition; inhibition, % at 12.5 µM; actives 0.38% (n = 360,000); Purified CSN, SCF-Nedd8-OG deneddylation, fluorescence polarization; Q92905;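 active = pattern-corrected inhibition above about 35%, with an unprinted fluorescence ratio check between 0.5 and 1.5, limit read from the data, passing the limit was not always enough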;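 also: 0% = enzyme with substrate and 100% = substrate without enzyme; some results filed as inactive read as strong as hits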
Target sequence (Q92905 whole entry, looked up, one chain of several): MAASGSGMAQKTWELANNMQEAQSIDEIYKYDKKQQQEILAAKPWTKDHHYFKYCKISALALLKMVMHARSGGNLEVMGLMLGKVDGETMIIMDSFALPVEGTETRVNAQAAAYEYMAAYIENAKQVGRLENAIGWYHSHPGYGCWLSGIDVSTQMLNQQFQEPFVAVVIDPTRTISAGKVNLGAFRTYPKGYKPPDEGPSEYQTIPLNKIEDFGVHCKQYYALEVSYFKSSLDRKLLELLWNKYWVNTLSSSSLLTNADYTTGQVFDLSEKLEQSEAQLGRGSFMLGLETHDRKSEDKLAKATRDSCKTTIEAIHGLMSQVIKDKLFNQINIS
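test system = HEK293T-derived human Csn5 enzyme | amount = 0.24 nM Csn5 enzyme, final concentration | medium = Tris/NaCl/DTT buffer, pH 7.5 | schedule = 90 min reaction at room temperature | signal = FP | evaluation = inhibition of Csn5 cleavage, % | compound dosing = single dose of 12.5 µM compound with 0.25% DMSO | probe or stimulus = 10 nM SCFSkp2-Nedd8OG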
Rpn11 inh: Rpn11 (human) deubiquitinase inhibition; actives 0.59% (n = 360,000); calls only at 20 µM; O00487; AID 588493; human 26S proteasome, Ub4-pepOG fluorescence polarization; 20S core pre-blocked with epoxomicin;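 active = inhibition at 20 µM, scaled to each plate's controls, above about 33%, limit read from the data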
LMPTP inh: blocks human LMPTP phosphatase; recombinant LMPTP-A, OMFP fluorogenic substrate, fluorescence intensity; inhibition, % at 20 µM; AID 651560; actives 0.22% (n = 360,000);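 active = compounds that cut the enzyme signal by at least half of the control window in the single-dose screen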;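 also: plate controls were DMSO wells with enzyme plus substrate for no effect and substrate without enzyme for full effect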
Target sequence (P24666 whole entry, looked up): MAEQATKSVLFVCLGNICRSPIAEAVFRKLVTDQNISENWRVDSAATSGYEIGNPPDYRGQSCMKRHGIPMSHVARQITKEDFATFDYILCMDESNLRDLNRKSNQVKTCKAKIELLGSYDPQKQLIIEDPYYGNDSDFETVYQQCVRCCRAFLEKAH
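Buffer or medium: Bis-Tris pH 6.0, DTT, detergent; Assay system: LMPTP-A enzyme; Quantity: 0.625 nM enzyme; Detection: endpoint fluorescence intensity; Times: 50 min dark incubation at room temperature; Controls: substrate-only low control, DMSO enzyme-plus-substrate high control; Doses: single 20 µM dose; Read-out: percent inhibition versus substrate-only and uninhibited controls; Reagent: 400 µM OMFP.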
Scp-1 inhibitor: Scp-1 (human) phosphatase inhibition. Q9GZU7. Recombinant Scp1, phosphopeptide, malachite green phosphate absorbance. inhibition, % at 20 µM. actives 0.88% (n = 340,000). AID 493091;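 active = inhibition above about 50% at 20 µM, limit read from the data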;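 also: plate controls were DMSO wells with enzyme for no effect and wells lacking enzyme for full effect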
Target sequence (Q9GZU7 76-261 limits assumed): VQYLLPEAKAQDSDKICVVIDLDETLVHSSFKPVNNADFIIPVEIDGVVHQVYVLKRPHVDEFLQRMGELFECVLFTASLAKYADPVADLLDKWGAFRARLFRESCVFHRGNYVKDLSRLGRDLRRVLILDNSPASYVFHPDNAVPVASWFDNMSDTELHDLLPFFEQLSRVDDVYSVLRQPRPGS
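System: SCP-1 catalytic domain; Reagent: Phospho 17-mer peptide substrate; Doses: one concentration, 20 µM, with 1.0% DMSO; Incubation: 45 min room-temperature reaction, 5 min colour, 30 min stabiliser; Signal: Phosphate-binding colour reagent, absorbance read at 630 nm.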
Tb MetRS inh: blocks T. brucei methionyl-tRNA synthetase activity | purified T. brucei MetRS, ATP depletion, Kinase-Glo luminescence | inhibition, % at 11.9 µM | actives 0.4% (n = 360,000);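 active = inhibition above a per-plate cutoff of the control wells' mean inhibition plus 3 SD, cut at about 5.5% in these data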;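 also: 0% = DMSO wells median and 100% = median of wells with control inhibitor compound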
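technique = Kinase-Glo luminescence, ATP depletion format | system = purified MetRS (methionyl-tRNA synthetase) enzyme from Trypanosoma brucei | timing = 15 min preincubation, 2 h reaction, all 25 °C | evaluation = percent inhibition versus plate control medians | dosing = single dose, 11.9 µM final nominal, 0.9% final DMSO | also added = substrates ATP, L-methionine and bulk Escherichia coli tRNA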
DNMT1 inh: DNMT1 (human) enzyme inhibition; P26358; DNMT1 molecular beacon, Hinp1I cleavage, fluorescence; inhibition (reported as % activation of signal), % at 10 µM; actives 0.83% (n = 360,000); in the data active = inhibition above about 50%
NadD inh: NadD (S. aureus) enzyme inhibition. purified NadD enzyme, colorimetric absorbance read-out. inhibition, % at 20 µM. actives 0.78% (n = 360,000). AID 602399; in the data active = inhibition above about 26%; also: some compounds past the cut are filed as inactive
STEP block: blocks human striatal-enriched tyrosine phosphatase. P54829. recombinant STEP, OMFP fluorogenic substrate, fluorescence. inhibition, % at 20 µM. actives 0.25% (n = 360,000). AID 588621;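 active = inhibition at 20 µM, scaled per plate between control wells, above about 37%, limit read from the data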;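 also: 0% = DMSO with enzyme and substrate and 100% = substrate only without enzyme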
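medium = Bis-Tris buffer pH 6.0, 2.5 mM DTT, 0.005% Tween 20 | test system = STEP (striatal-enriched tyrosine phosphatase) enzyme, cell-free | measure = normalized % inhibition | compound dosing = 20 µM, 1% DMSO | also added = 25 µM OMFP | schedule = reaction 20 min, ambient temperature | measured by = fluorescence read at 480 nm ex / 540 nm em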
MsrA inhibitor: bovine MsrA inhibition; purified bovine MsrA, absorbance read-out; inhibition, % at 15.5 µM; actives 0.75% (n = 360,000); AID 651718; in the data active = inhibition above about 4.5%;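 also: 0% = vehicle wells with enzyme and 100% = reference inhibitor wells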
The depositor's hits bear a star; i = inactive; nt = no result given.

The line under a structure holds: SUMO1-SIM PPI	NadD inh	DNMT1 inh	Tb MetRS inh	MsrA inhibitor	STEP block	Scp-1 inhibitor	CSN deneddyl inh	LMPTP inh	Rpn11 inh
O=C(CSc1ncnc2[nH]ncc12)Nc1cccc(Oc2ccccc2)c1
→ 5	-1	-4	-1.3	-1.2	-2	0	4	-2.2	i
O=C(CN1CCc2ccccc2C1)Nc1cccc(S(=O)(=O)N2CCOCC2)c1
→ -4	-2	-2	-0.3	-0.2	-2	2	0	0.4	i
Cc1ccc(CNC(=O)OC2CC3CC2[C@H]2CCCCN2C3=O)cc1 (stereo partly drawn)
→ 1	-4	nt	-1.7	1.7	nt	nt	-1	-1.8	nt
O=C(Nc1cccc(S(=O)(=O)N2CCCC2)c1)c1cncc(Br)c1
→ -5	2	-1	-0.3	-0.4	0	6	2	0.4	i
COc1cc2[nH]cc(C(=O)NCCc3ccccc3)c(=O)c2cc1OC
→ 10	-6	3	-0.7	-0.1	2	-4	-2	0.2	i
CCOc1ccccc1CN1[C@@H](c2ccc(OC)cc2)CC(C(=O)OC)(C(=O)OC)[C@H]1c1ccccc1
→ 4	nt	nt	-0.7	1.6	nt	nt	5	1.7	nt
C[C@H](CO)N1C[C@H](C)[C@H](CN(C)S(=O)(=O)c2ccc3c(c2)OCCCO3)OCc2cnnn2CCCC1=O
→ -3	1	8	-1.0	2.6	-2	nt	6	-0.5	i
COc1ccccc1NC(=S)NC(=O)C(C)C
→ 1	-7	5	-0.6	1.3	-1	3	-3	-1.4	i
CCOC(=O)N1CCC(NC(=O)C2=CCN(S(=O)(=O)c3ccc(F)cc3)CC2)CC1
→ 0	-4	-2	-0.6	1.2	-1	-7	-1	-1.2	i
CCC(=O)Nc1nnc(SCC(=O)NC2CCCC2)s1
→ 3	-2	-2	1.3	1.1	-3	-5	-4	-0.2	i
COc1ccccc1NC(=O)CCCc1nc(-c2ccc(OC)c(OC)c2)no1
→ -4	-14	-1	0.9	0.6	-4	-14	-5	-0.8	i
CC(=O)Nc1cccc(NC(=O)c2cc(Cl)ccc2Cl)c1
→ 0	-5	2	-0.8	0.2	1	0	-6	0.4	i
CN(C)S(=O)(=O)c1ccc2c(c1)C(=NO)c1cc(S(=O)(=O)N(C)C)ccc1-2
→ -3	-5	-1	0.9	0.5	-2	-15	-4	-0.2	i
COc1ccc2c(c1)nc(CN1CCN(CCO)CC1)n2C
→ 0	-3	0	0.6	0.2	2	-6	0	-1.4	i
CC(NC(=O)C(C)(C)C)C(c1cccs1)N1CCOCC1 (stereo not drawn)
→ 2	-3	2	-0.5	0.8	-2	-2	-10	-0.7	i
CC1CCCCC12NC(=O)N(CC(=O)N1CCN(S(=O)(=O)c3cccs3)CC1)C2=O (stereo not drawn)
→ 8	-1	2	-0.3	0.1	1	-11	3	-0.4	i
CCc1ccccc1NC(=O)C1CCN(S(=O)(=O)c2ccc3c(c2)N(C(C)=O)CCO3)CC1
→ 0	-5	1	0.1	1.1	-1	-3	6	-1.3	i
CC(OC(=O)C1=COCCO1)C(=O)Nc1cc(S(=O)(=O)N2CCCCC2)ccc1Cl (stereo not drawn)
→ 3	1	-1	0.1	-0.3	-2	-3	-17	0.7	i
COc1ccc([N+](=O)[O-])cc1NC(=O)c1ccc(N(Cc2ccccc2C)S(C)(=O)=O)cc1
→ 4	11	0	-0.4	2.9	0	-24	4	2.2	i
OCC[C@H]1C[C@@H](O)[C@H](O)[C@]2(OCc3ccccc32)O1
→ 1	-1	4	0.0	1.0	-2	-10	-1	-1.1	i
Cc1ccc(C2C(C#N)=C(N)SC(N)=C2C#N)cc1
→ -32	5	-12	-1.0	2.1	-30	-4	46	1.2	nt
CCOC(=O)c1ccccc1NC(=O)CSc1ccc(-c2cccnc2)nn1
→ 1	-9	2	-1.3	0.7	0	-15	-7	-1.2	i
O=C(c1cnsn1)N1CCN(c2ccccc2)CC1
→ -1	-2	-2	-0.6	0.9	-2	3	4	-1.1	i
Cc1ccc(-n2c(C)nc3c(cnn3-c3ccc(C)c(C)c3)c2=O)cc1C
→ 5	-1	-5	-0.7	-1.4	3	-3	3	1.7	i
O=C(NCCCn1ccnc1)/C(=C\c1ccccc1F)NC(=O)c1ccccc1
→ -1	-1	1	-0.2	0.6	0	-5	-5	-6.2	i
COC(=O)c1[nH]c2cc(C)ccc2c1NC(=O)CN1CCc2cc(OC)c(OC)cc2C1
→ -10	2	-3	-1.1	nt	-2	6	2	-1.2	i
NC(=O)C1CCN(C(=O)CCn2c(=O)oc3ccccc32)CC1
→ 2	-2	3	0.1	-0.5	-3	0	14	0.0	nt
COc1ccc(-c2nc(CN3CCC(C(=O)N4CCOCC4)CC3)c(C)o2)cc1OC
→ 1	-5	-2	0.2	-0.3	1	-7	4	-1.9	i
COc1ccc(C(=O)O)cc1NC(=S)NC(=O)c1ccc(-c2ccc(Cl)cc2)o1
→ 7	25	-1	-0.4	0.5	4	9	6	3.7	i
COc1ccc(-c2csc(/C(C#N)=C\c3ccc(O)c([N+](=O)[O-])c3)n2)cc1OC
→ 38*	27*	-9	0.7	-0.6	3	32	32	1.2	i

Next structures follow:
The line under a structure holds: SUMO1-SIM PPI	NadD inh	DNMT1 inh	Tb MetRS inh	MsrA inhibitor	STEP block	Scp-1 inhibitor	CSN deneddyl inh	LMPTP inh	Rpn11 inh
CC(C)Oc1ccc(C(=O)N(CN2CCCC2=O)c2ccc(F)cc2)cc1
→ 2	0	-17	-1.0	-0.9	-1	2	-2	1.4	i
CCN1C(=S)N[C@@H](c2cccc(F)c2)C(C(=O)OC)=C1C
→ 9	3	0	-0.2	-0.5	3	-6	0	-0.2	i
O=C(/C=N/O)Nc1ccccc1C(=O)O
→ 9	3	0	-0.1	1.1	-1	12	-3	-1.6	i
COc1ccc(S(=O)(=O)N(C)Cc2ccc3c(c2)OCCO3)cc1
→ 4	-7	4	0.1	1.4	3	-12	2	0.5	i
Cc1cc2n(n1)C(c1cccs1)Nc1ccccc1-2 (stereo not drawn)
→ 0	-5	3	0.0	-0.4	1	-10	3	0.5	i
CC(=O)N1CCc2cc(S(=O)(=O)N3CCOCC3)ccc21
→ -3	-5	7	0.0	-1.1	-1	-8	-2	2.9	i
Oc1ccccc1-c1nc2cnccn2c1Nc1ccc2c(c1)OCCO2
→ -8	-1	-5	0.7	1.8	1	-3	0	1.8	i
Cc1ccccc1NC(=O)NCCc1c[nH]c2ccccc12
→ -3	-9	-3	-0.7	-0.5	1	-13	3	-1.0	i
Cc1ccc2[nH]c(C(=O)N3CCN(c4cccc(Cl)c4)CC3)cc2c1
→ -4	-3	-2	-0.2	1.3	0	-11	-3	3.0	i
COc1ccc(CC(=O)NCCCSc2ccccc2)cc1OC
→ 1	0	-1	-0.1	-0.7	-2	-2	-5	0.3	i
Cc1ccc(NC(=S)N(C)C(c2ccccc2)c2ccccc2)cc1C
→ 4	0	6	-0.9	1.1	1	-11	4	5.4	i
CCOc1ccc(C(=O)C[n+]2ccc(C(=O)NCCO)cc2)cc1
→ -40	-7	0	0.0	0.1	-1	-9	8	-1.7	i
Cc1ccccc1OCCC(=O)OCC(=O)Nc1ccc(C(N)=O)cc1
→ 2	0	-1	-0.3	0.1	1	11	-3	0.8	i
O=C1Nc2ccccc2C1C(C[N+](=O)[O-])c1ccccn1 (stereo not drawn)
→ -7	-7	-1	-0.1	0.7	0	-4	6	3.8	i
CCOC(=O)N1CCN(Cc2nc3ccc([N+](=O)[O-])cc3c(=O)n2-c2ccccc2F)CC1
→ -31	0	-3	-1.4	0.7	1	-4	-1	-0.7	i
CCS(=O)(=O)Nc1ccc(C(=O)CC2(O)C(=O)Nc3ccc(Br)cc32)cc1 (stereo not drawn)
→ 0	-7	6	-1.0	1.6	-4	-9	3	-0.9	i
CCOC(=O)c1cccnc1SCC(=O)N(C)c1ccccc1
→ 4	-5	-1	-0.1	1.7	-4	0	0	-1.9	i
Cc1nnc(SCc2cccc([N+](=O)[O-])c2)s1
→ -18	0	-2	-0.3	-1.0	1	-6	-5	-1.0	i
CCOc1ccc(C(O)C(CN2CCOCC2)c2ccccc2)cc1 (stereo not drawn)
→ 3	3	1	-0.1	0.0	0	-2	0	-0.9	i
O=C(NCc1ccccc1)c1ccc(NC(=O)C2CCC2)cc1
→ 0	-5	5	0.2	-0.8	-3	0	3	-0.7	i
Cc1ccc(-n2c(Cc3cccn3C)nnc2SCC(N)=O)cc1
→ 0	1	5	-0.6	0.7	2	-2	0	-0.3	i
COc1ccc(CC(=O)Nc2ccc(N3CCN(c4ccc(OC)cc4)CC3)c(C#N)c2)cc1
→ 2	1	-7	-0.5	0.1	-6	-4	-3	-0.4	i
Cc1nnc(SCc2cc(=O)n3[nH]cnc3n2)s1
→ -4	-11	0	0.0	-0.3	2	-7	2	-1.3	i

A second format for 2 compounds above.
SMILES	SUMO1-SIM PPI	NadD inh	DNMT1 inh	Tb MetRS inh	MsrA inhibitor	STEP block	Scp-1 inhibitor	CSN deneddyl inh	LMPTP inh	Rpn11 inh
CC(OC(=O)C1=COCCO1)C(=O)Nc1cc(S(=O)(=O)N2CCCCC2)ccc1Cl (stereo not drawn)	3	1	-1	0.1	-0.3	-2	-3	-17	0.7	i
COc1ccc([N+](=O)[O-])cc1NC(=O)c1ccc(N(Cc2ccccc2C)S(C)(=O)=O)cc1	4	11	0	-0.4	2.9	0	-24	4	2.2	i
